FEN1 inhibitor – blocks human flap endonuclease 1 | P39748 | 0.35% of 390,000 active | Recombinant FEN1 flap cleavage, fluorescence, 15 min | Potency, µM (doses to about 114 µM), for the others: top-dose activity change, negative = inhibition, hits mostly inhibitors | AID 588795; also: nearly all actives have a fitted effect of over 65% in size
Target sequence (P39748 whole entry, looked up): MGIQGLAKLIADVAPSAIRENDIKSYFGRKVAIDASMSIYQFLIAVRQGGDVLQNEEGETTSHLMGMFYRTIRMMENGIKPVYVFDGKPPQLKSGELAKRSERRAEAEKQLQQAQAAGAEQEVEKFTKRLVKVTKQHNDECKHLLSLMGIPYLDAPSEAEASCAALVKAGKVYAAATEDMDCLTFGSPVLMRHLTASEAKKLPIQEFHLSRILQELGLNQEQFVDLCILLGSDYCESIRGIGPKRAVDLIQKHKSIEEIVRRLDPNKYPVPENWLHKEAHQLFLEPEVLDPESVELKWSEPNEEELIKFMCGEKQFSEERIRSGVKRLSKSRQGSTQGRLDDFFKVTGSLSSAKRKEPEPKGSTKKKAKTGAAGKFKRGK
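Potency values derive from four-parameter Hill fits of normalized qHTS data. The reaction used 10 nM FEN1 preincubated 15 min at room temperature with compound, then 50 nM DNA substrate, read at 0 and 15 min.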
KAT2A inh – blocks human GCN5L2 histone acetyltransferase. GCN5L2 HAT assay, ThioGlo1 CoA-SH fluorescence. Q92830. Potency, µM (top dose mostly 58.9 µM), for the others: at the top dose activity change, negative = inhibition, usual class: inhibitors. AID 504327. 0.21% of 390,000 active
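GCN5L2 (20nM final) in 50mM HEPES, 0.1mM EDTA pH 7.5, 0.01% Tween-20 was preincubated 15 min at room temperature with compound, then given ThioGlo1 (50uM), H3(1-25) peptide (75uM) and acetyl-CoA (70uM); CoA-thiol fluorescence (Ex340/Em540) was read at 0 and 20 min.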
N370S GC – inhibitors or activators of N370S glucocerebrosidase for Gaucher disease | AID 2101 | Potency, µM (top dose mostly 59.4 µM), for inactives: at the highest dose activity change, negative = inhibition, most hits filed as inhibitors | N370S GC spleen homogenate, 4MU-glucoside fluorescence | 0.092% of 330,000 active;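 also: 0% = full enzyme activity and -100% = no enzyme basal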
* = called active by the depositor; u = inconclusive; x = not tested or not shown; & = joins results of further samples; [ ] = another dose, or the depositor's remark. Calls follow the shape of the dose curve; as a rule, active = well fitted curve in the direction sought with a large enough effect; inconclusive = small, poorly fitted or top-dose-only effect, or another doubt; inactive = no such curve, though single readings can be large; an effect the other way counts as inactive or inconclusive. Unless noted, % is scaled to controls: 0 for no effect and ±100 for the full control effect; potency is read from the fitted curve at half-maximal effect.

SMILES | KAT2A inh | N370S GC | FEN1 inhibitor
Cc1cc(C)c(C)c(OCc2nc(-c3cccnc3)no2)c1 | -3% | 6% | -1%
Cn1sc(NC(=O)c2ccc(Cl)cc2)nc1=O | -12% | 0% | 1%
CC1Oc2ccccc2N(CC(=O)NCc2ccc3c(c2)OCO3)C1=O (stereo not drawn) | -6% | -8% | 2%
CCC(=O)c1ccc(N2CCCCCC2)c(F)c1 | 0% | 26% | -9%
Cc1ccc(-c2nn(-c3ccccc3)c3[nH]c(=O)c(CNCc4ccccc4)cc23)cc1 | -10% | 21% | -3%
COc1cc(C2=NOC(C(=O)Nc3cc(C)on3)C2)cc(OC)c1OC (stereo not drawn) | -3% | 4% | 17%
CCOc1ccccc1N1C(=O)c2ccc(C(=O)O)cc2C1=O | -1% | -5%[2.35 µM] | -9%
O=C1CCCN1CCCNc1ncnc2sccc12 | -7% | 1% | 0%
Cc1ccc(C2=NC(c3ccc(F)cc3)=Nc3ccc(C)cc3N2)cc1 | 0% | x | 21%
COc1ccc(NC(=O)CCCC2=NS(=O)(=O)c3ccccc3N2)cc1 | -1% | 7% | 4%
CCOC(=O)c1sc(N(C)C)nc1-c1ccccc1 | -5% | 2% | -1%
CC(C)(C)C(=O)NC1CC2CCCC(C1)N2C(=O)Nc1cccc(Cl)c1 (stereo not drawn) | -11% | 2% | -12%
COCCSc1nc2sc3c(c2c(=O)n1-c1ccccc1)CCN(C)C3 | 0%[0.501 µM] | 1% | 1%
O=C(COCc1cc(-c2ccco2)on1)Nc1cccc(Cl)c1Cl | -10% | x | -3%
CN(C)S(=O)(=O)N(CC(=O)NCCSc1ccccc1)c1ccccc1 | -14% | x | -7%
O=C1CC(Nc2ccc(N3CCOCC3)cc2)C(=O)N1CCc1ccccc1 (stereo not drawn) | 3% | -2% | -3%
COCCNC(=S)NN=C1CCCCC1 | -6% | -3% | -4%
Cc1ccc(Cl)cc1N1CCN(C(=O)CCNS(=O)(=O)c2ccc3c(c2)CCN3C(=O)C2CC2)CC1 | -10% | x | -12%
O=C(CN1CCN(c2ccccn2)CC1)Nc1ccc(F)c(F)c1 | -12% | 2% | -13%
O=C(CN(C(=O)CCC(=O)Nc1nccs1)c1ccc(F)c(Cl)c1)NCc1ccco1 | -5% | -23% | 3%
O=C1CC(C(=O)N(c2ccc(F)cc2)C(C(=O)NC2CCCC2)c2ccccn2)CS1 (stereo not drawn) | 0% | 5% | -2%
COc1cc(S(=O)(=O)NCc2ccncc2)c(OC)cc1C | -4% | 1% | 3%
Brc1ccccc1-c1nc(-c2ccccc2)no1 | -1% | -11% | x
Cc1ccc(S(=O)(=O)NC(C)C(=O)OCC(=O)N(C)c2ccccc2)cc1 (stereo not drawn) | -1% | x | -9%
Cc1ccnc(Nc2nc(-c3ccc(F)cc3)cs2)c1 | -4% | -2% | -10%
COc1ccc(CNC(=S)NC2CCCC2)cc1 | 3% | 2% | 3%
C/C=C/c1ccc(OCCCCOc2ccccc2F)c(OC)c1 | -9% | 6% | -2%
COc1ccc(S(=O)(=O)N2CCCCCC2)cc1C(=O)N(C)CCOc1ccccc1 | -4% | 0% | 9%
CCOc1ccc(CCNC(=O)c2ccc(CS(=O)Cc3cccc(Cl)c3)o2)cc1 (stereo not drawn) | -7%&-3% | 5% | 10%&-7%
Cc1cc2oc(=O)cc(CN3CCCc4ccccc43)c2cc1C | -2% | 18% | -5%

6 consecutive records already listed, for reference:
SMILES | KAT2A inh | N370S GC | FEN1 inhibitor
Brc1ccccc1-c1nc(-c2ccccc2)no1 | -1% | -11% | x
Cc1ccc(S(=O)(=O)NC(C)C(=O)OCC(=O)N(C)c2ccccc2)cc1 (stereo not drawn) | -1% | x | -9%
Cc1ccnc(Nc2nc(-c3ccc(F)cc3)cs2)c1 | -4% | -2% | -10%
COc1ccc(CNC(=S)NC2CCCC2)cc1 | 3% | 2% | 3%
C/C=C/c1ccc(OCCCCOc2ccccc2F)c(OC)c1 | -9% | 6% | -2%
COc1ccc(S(=O)(=O)N2CCCCCC2)cc1C(=O)N(C)CCOc1ccccc1 | -4% | 0% | 9%

Later entries:
SMILES | KAT2A inh | N370S GC | FEN1 inhibitor
O=C(OCn1nnc2ccccc2c1=O)c1ccc2ncsc2c1 | 1% | 7% | -4%
O=C(Cc1ccsc1)Nc1ccc(Cl)cc1Cl | -26% | 0% | 12%
CCCC(=O)c1c[nH]c(C(=O)N2CCOCC2)c1 | 8% | 1% | -3%
CC1(c2ccc(Cl)cc2)NC(=O)N(CC(=O)Nc2ccc(N3CCCCC3)cc2)C1=O (stereo not drawn) | -3% | -18% | 0%
COc1ccccc1Oc1ccc(S(=O)(=O)N2CCOCC2)cc1S(=O)(=O)N1CCOCC1 | 1% | -3% | -7%
CC(=O)N(/C=C1\SC(=S)N(c2ccccc2)C1=O)c1ccccc1 | -9% | u | 0%
COc1ccc(S(=O)(=O)N2CCN(Cc3ccc4c(c3)OCO4)CC2)cc1C | -7% | x | -21%
Cc1csc(NC(=O)c2ccc(C(=O)Nc3nc(C)cs3)cc2)n1 | 20% | -10% | x
CCCCc1nn2c(=O)cc(COC(=O)c3ccccc3C)nc2s1 | -6% | x | -1%
CC1C(=O)N2CCCc3cc(S(=O)(=O)N(C)CCC#N)cc1c32 (stereo not drawn) | 5% | -5% | -2%
CCCCC[C@H](O)/C=C/[C@@H]1[C@@H](C/C=C\CCCC(=O)O)[C@H](O)C[C@H]1O | -6% | 5%&-3% | x
COc1ccc(Nc2nc3ccccc3nc2NS(=O)(=O)c2ccc(C)cc2)c(OC)c1 | -4% | x | 0%
COc1ccnc(N2CCN(c3ccc(Cl)cc3)CC2)c1C#N | 1% | 6% | u
CCOC(=O)c1cnc2c(C)cc(C)cc2c1NCCCN1CCOCC1 | -15% | 8% | -6%
O=C(Cn1cc(S(=O)(=O)Cc2cccc(Cl)c2)c2ccccc21)Nc1ccc(F)c(Cl)c1 | -10% | x | 15%
Cc1cc(C)c(C(=O)O)c(CC(C)(C)C(=O)O)c1 | 1% | 13% | -4%
CCOc1ncccc1C(=O)Nc1ccc(F)c(Cl)c1 | -5% | -1% | 6%
O=C(/C=C/c1ccccc1)Nn1cnnc1 | 1% | 7% | -14%
COc1ccc(Cl)cc1C(=O)NCC(c1ccco1)N(C)C (stereo not drawn) | -3% | -5% | -14%
O=C(CCCOc1ccccc1)N1CCCCC1 | -20% | -1% | -4%
CN(C)CCN(C(=O)c1ccc2c(c1)CCCC2)c1nc2cc3c(cc2s1)OCCO3 | -30% | -4% | -19%
CNc1nc2ccccc2n(C)c1=O | -10% | -11% | -7%
CSc1ccccc1OCc1cc(C(=O)NCCc2ccco2)no1 | -6% | -1% | 2%
Cc1c(NC(=O)C(C#N)=C2CCCCC2)c(=O)n(-c2ccccc2)n1C | 0% | -3%[2.35 µM] | 6%
N#Cc1ccc(CN2CC3(CCN(C(=O)c4cnccn4)CC3)C2)cc1 | -1% | 2% | x
O=C(Nc1ccccc1)c1cc([N+](=O)[O-])ccc1NCc1cccnc1 | -13% | 4% | -2%
CCCOc1ccc(C(=O)NCC(c2ccc(OC)cc2)N2CCCCC2)cc1 (stereo not drawn) | 1% | x | -15%
CCOc1ccc(C(F)(F)F)cc1NC(=O)COc1ccc(C(F)(F)F)cc1[N+](=O)[O-] | -5% | 3% | 3%
Cc1ccc2nc(-c3ccc(C)s3)c(Nc3ccc4c(c3)OCCO4)n2c1 | -5% | x | -7%
COc1ccc(C(CNC(=O)c2cc3ccccc3cc2OC)N2CCCC2)cc1 (stereo not drawn) | 0% | -8% | 11%

(cont.)
SMILES | KAT2A inh | N370S GC | FEN1 inhibitor
CCOC(=O)c1ccc(NC(=O)C2Cc3ccccc3C(=O)O2)cc1 (stereo not drawn) | -17% | x | -7%
COc1ccc(CCNC(=O)C2CCN(S(=O)(=O)c3ccc(OC)cc3)CC2)cc1 | 0% | -5% | 0%
O=S(=O)(Nc1ccc(-n2cnnn2)cc1)c1cccc(Cl)c1 | -2% | -16% | -3%
Cc1cc(C)n(Cc2ccc(F)cc2)c(=O)c1C#N | -4% | 8% | -2%
CCC(=O)Nc1c2c(nn1-c1ccccc1C)CSC2 | -10% | -2% | -1%
CC(OC(=O)CNC(=O)C12CC3CC(CC(C3)C1)C2)C(=O)Nc1ncc(Cl)cc1Cl (stereo not drawn) | -13% | -23% | 5%
NC(=S)NN=C(Cc1ccccc1)Cc1ccccc1 | 8% | -3% | -4%
Cc1ccc[n+](C(C)C(=O)Nc2ccc([N+](=O)[O-])cc2C)c1 (stereo not drawn) | 2% | -7% | -10%
COc1ccc(C(=O)N(Cc2ccc(N(C)C)cc2)C2CCS(=O)(=O)C2)cc1 (stereo not drawn) | -5% | 1% | 5%
COCCN(C(=O)COC(=O)COc1ccc(Cl)c(C)c1)c1c(N)n(Cc2ccccc2)c(=O)[nH]c1=O | -2% | -7% | 5%
OCCNC(=S)NC1CCCCC1 | -2% | 1% | -1%
CCCSc1oc(-c2ccco2)nc1S(=O)(=O)c1ccccc1 | -6% | 26% | -24%
Cc1oc2c(c1C(=O)Nc1ccccc1Br)C1=NCCN1C=N2 | -10% | x | 2%
Cc1nnc(SCC(=O)Nc2cc(-c3cc(C)c(C)cc3C)nn2-c2ccccc2)s1 | -6% | 27% | 2%
c1ccc2c(c1)nc1n2CCN1 | -1% | -1% | -5%
Cn1c(N/N=C/c2cccs2)cc(=O)n(C)c1=O | -14% | -3% | -2%
COc1ccc(C(=O)NC(=S)Nc2cccnc2)cc1[N+](=O)[O-] | -1% | -5% | -3%
COCCN1C(=O)C(=O)/C(=C(/O)c2ccc(S(=O)(=O)N3CCCCC3)cc2)C1c1ccc(OC)c(OC)c1 (stereo not drawn) | -3% | -3% | -3%
Fc1ccccc1-c1csc(-c2cccnc2)n1 | -2% | -6% | 0%
CCOC(=O)N1CCC(NC(=O)c2sc3nc4n(c(=O)c3c2C)CCCC4)CC1 | -3% | 19% | -1%
CN(C(=O)CSc1nnc(-c2ccccc2F)o1)C1CCCCC1 | -9% | x | -4%
CCN(CC)c1ccc(C2C(C(=O)OCCOC(C)C)=C(C)NC3=C2C(=O)CCC3)cc1 (stereo not drawn) | -16% | -3% | 9%
COc1cc(/C=C(\C(=O)O)c2ccc(S(=O)(=O)N3CCCC3)s2)cc(OC)c1 | -17% | 2% | -1%
CC(=O)Nc1ccc(S(=O)(=O)Nc2ccc(C)c([N+](=O)[O-])c2)cc1 | -2% | 4% | 17%
Cc1ccccc1C(O)c1ccncc1 (stereo not drawn) | -8% | 2% | -1%
CCc1cc(C(=O)N2CCCC(CCC(=O)N3CCN(c4ccccn4)CC3)C2)no1 (stereo not drawn) | 3% | 5% | 13%
CC(=O)c1ccc(NC(=O)NNS(=O)(=O)c2ccc([N+](=O)[O-])cc2)cc1 | -1% | -2% | x
Cn1ncc(Cl)c1C(=O)Nc1cccnc1 | -4% | -22% | -5%
COc1ccc(Cl)cc1S(=O)(=O)N1CCN(Cc2cccc(F)c2)CC1 | -1% | x | -15%
CC(=O)Nc1ccc(NC(=O)COc2cc(C)cc3oc(=O)cc(C)c23)cc1 | -5% | 0% | 2%

The list goes on:
SMILES | KAT2A inh | N370S GC | FEN1 inhibitor
COc1ccc2nc(C)cc(Nc3ccc(Cl)c(Cl)c3)c2c1 | -8% | x | -16%
O=S(=O)(Nc1ccc(-c2cnco2)cc1)c1ccccc1 | -6% | 13% | -6%
CC(C)CCNC(=O)C(CC(C)C)NC(=O)C1OC1C(=O)O (stereo not drawn) | 3% | -1% | x
Cc1cc(C)c(S(=O)(=O)N2CCCCC2)c(C)c1N(C)S(=O)(=O)c1ccc(Cl)cc1 | 3% | 7% | 2%
CCOc1ccccc1CN1CCNC(=O)C1CC(=O)NCc1ccccn1 (stereo not drawn) | -2% | -2% | 17%
O=C(NCCN1CCCCCC1)C1CCN(S(=O)(=O)N2CCOCC2)CC1 | 1% | -7% | 4%
COC(=O)c1cc(C(=O)OCC(=O)c2ccc3c(c2)NC(=O)CO3)cc([N+](=O)[O-])c1 | 3% | 2% | -7%
CCc1ccc(-c2nc(CS(=O)CC(=O)NCc3ccc4c(c3)OCO4)c(C)o2)cc1 (stereo not drawn) | -17% | 8% | -16%
Cc1nc(CS(=O)(=O)c2ccccc2)cc(N2CCOCC2)n1 | -11% | 26% | 10%
CCc1nc(N)nc2c1C(=O)CC(C)(C)C2 | -1% | 3% | 2%

Outcome played no part in choosing rows (roughly 0.54% active in at least one column).
